Compound activity (PubChem BioAssay)
U2OS ROS induce: cancer cell ROS induction. ROS induction (% of piperlongumine), % at 10 µM. actives 2% (n = 46,000). AID 624156. U2OS ROS induction, H2DCF-DA fluorescence; in the data active means ROS induction above about 79%, passing the limit was not always enough;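 further: 0% = DMSO vehicle median and 100% = reference compound median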
* marks the source's active call; other numbers are inactive results. Not all compounds are listed; count on the stated rates, not on these rows.

Start of the data: the first two entries, to show the layout:
cpd | SMILES | U2OS ROS induce
1 | C[C@H](CO)N1C[C@H](C)[C@H](CN(C)S(C)(=O)=O)Oc2ncc(C#Cc3cccc(F)c3)cc2C1=O | 8
2 | CCOC(=O)c1cnn(C(=O)c2c(C)nc3ccccn23)c1N | 29

The listing, repeating the preview:
cpd | SMILES | U2OS ROS induce
1 | C[C@H](CO)N1C[C@H](C)[C@H](CN(C)S(C)(=O)=O)Oc2ncc(C#Cc3cccc(F)c3)cc2C1=O | 8
2 | CCOC(=O)c1cnn(C(=O)c2c(C)nc3ccccn23)c1N | 29
3 | Cc1ccc(-c2nc(-c3ccccc3)no2)cc1 | -2
4 | C[C@H]1CN([C@@H](C)CO)C(=O)c2cccc(NC(=O)CCCCCC(=O)Nc3ccccc3N)c2O[C@@H]1CN(C)C(=O)Nc1ccc(F)cc1 | 22
5 | CNC[C@@H]1Oc2ccc(NC(=O)C3CC3)cc2C(=O)N([C@H](C)CO)C[C@H]1C | -6
6 | C[C@@H]1CCCCO[C@H](CN(C)S(=O)(=O)c2ccccc2)[C@@H](C)CN([C@H](C)CO)C(=O)c2cc(NS(=O)(=O)c3ccccc3)ccc2O1 | 27
7 | O=C(N/N=C/C1=CCCCC1)c1ccccc1O | -6
8 | S=C(NCc1ccccc1Cl)NC12CC3CC(CC(C3)C1)C2 | 24

In a second layout: results already given
(6) C[C@@H]1CCCCO[C@H](CN(C)S(=O)(=O)c2ccccc2)[C@@H](C)CN([C@H](C)CO)C(=O)c2cc(NS(=O)(=O)c3ccccc3)ccc2O1
- U2OS ROS induce: 27

(1) C[C@H](CO)N1C[C@H](C)[C@H](CN(C)S(C)(=O)=O)Oc2ncc(C#Cc3cccc(F)c3)cc2C1=O
- U2OS ROS induce: 8

(4) C[C@H]1CN([C@@H](C)CO)C(=O)c2cccc(NC(=O)CCCCCC(=O)Nc3ccccc3N)c2O[C@@H]1CN(C)C(=O)Nc1ccc(F)cc1
- U2OS ROS induce: 22

Rewritten with each value named: 3 of the compounds above
8	S=C(NCc1ccccc1Cl)NC12CC3CC(CC(C3)C1)C2
  U2OS ROS induce = 24
1	C[C@H](CO)N1C[C@H](C)[C@H](CN(C)S(C)(=O)=O)Oc2ncc(C#Cc3cccc(F)c3)cc2C1=O
  U2OS ROS induce = 8
2	CCOC(=O)c1cnn(C(=O)c2c(C)nc3ccccn23)c1N
  U2OS ROS induce = 29

(next part)
cpd | SMILES | U2OS ROS induce
9 | C[C@H](CO)N1C[C@H](C)[C@H](CN(C)Cc2ccc(-c3ccccc3)cc2)Oc2ccc(NS(C)(=O)=O)cc2CC1=O | 18
10 | C[C@@H]1CN([C@H](C)CO)C(=O)CCCn2nncc2CO[C@H]1CN(C)Cc1ccc(Oc2ccccc2)cc1 | 27
11 | COc1ccc(S(=O)(=O)Nc2ccc3c(c2)CC(=O)N([C@@H](C)CO)C[C@H](C)[C@H](CN(C)C(=O)Nc2c(C)noc2C)O3)cc1 | 8
12 | C[C@@H]1CN([C@H](C)CO)C(=O)c2cc(NC(=O)NC3CCCCC3)ccc2O[C@@H]1CN(C)Cc1ccc(Cl)c(Cl)c1 | 5
13 | Cc1ccc(C(=O)CSc2nc(C)cc(C)c2C(N)=O)cc1 | -6
14 | COc1ccc(Nc2nc(N)nc(CSc3nncn3C)n2)cc1 | -7
15 | COc1ccc(C)cc1NC(=O)CSc1nc2ccccc2c(=O)n1-c1ccc(Cl)cc1 | 27
16 | C[C@H](CO)N1C[C@H](C)[C@H](CN(C)Cc2ccc(Cl)c(Cl)c2)Oc2ccc(NC(=O)Cc3ccccc3)cc2C1=O | -10
17 | C[C@H](CO)N1C[C@H](C)[C@H](CN(C)Cc2ccc(C(F)(F)F)cc2)Oc2ccc(NC(=O)Nc3ccccc3)cc2C1=O | 40
18 | Cc1ccc2c(c1)c1c3n2CCNC3CCC1 (stereo unspecified) | 34
19 | CC1OC(Oc2cc(O)c(C3OC(C)C(O)C(O)C3O)c3oc(-c4ccc(O)cc4)cc(=O)c23)C(O)C(O)C1O (stereo unspecified) | -13
20 | Cc1ccc(NC(=O)C(C)Sc2nnc(C)s2)cc1 (stereo unspecified) | -11
21 | C[C@H]1CN([C@@H](C)CO)C(=O)c2cccc(NC(=O)Nc3ccc(F)cc3)c2O[C@H]1CN(C)S(=O)(=O)c1cccs1 | 28
22 | C[C@H]1CN([C@@H](C)CO)C(=O)c2cccc(NS(=O)(=O)c3ccccc3)c2O[C@@H]1CN(C)CC1CC1 | -4
23 | O=c1c2ccccc2n2c(-c3ccsc3)nnc2n1Cc1ccccc1 | 6
24 | COC(=O)C[C@H]1[C@]2(C)C3=C(C)[C@H](c4ccoc4)C[C@H]3O[C@@H]2[C@H](O)C2[C@](C)(C(=O)OC)C=CC(=O)[C@@]21C (stereo partly specified) | 58
25 | CC(=O)Nc1c(N)c2ccccc2oc1=O | -12
26 | O=c1c2sc(=S)n(Cc3ccco3)c2nc(SCc2ccccc2)n1-c1ccccc1 | 26
27 | COc1ccc(S(=O)(=O)Nc2ccc3c(c2)C(=O)N([C@H](C)CO)C[C@@H](C)[C@@H](CN(C)S(=O)(=O)c2ccc(OC)cc2)O3)cc1 | -15
28 | COc1ccc(CN(C)C[C@@H]2Oc3c(NC(=O)NC4CCCCC4)cccc3C(=O)N([C@H](C)CO)C[C@H]2C)cc1 | 5
29 | CC1OC(Oc2cc(O)c3c(=O)c(OC4OC(CO)C(O)C(O)C4OC4OC(C)C(O)C(O)C4O)c(-c4ccc(O)cc4)oc3c2)C(O)C(O)C1O (stereo unspecified) | -7
30 | CCc1ccc(NC(=O)CSc2nnc(-c3ccc(Cl)cc3)n2C)cc1 | -9
31 | CC(C)(C)NC(=O)c1ccccc1 | -1
32 | Cc1noc(C)c1NC(=O)Nc1ccc2c(c1)C(=O)N([C@H](C)CO)C[C@@H](C)[C@@H](CN(C)S(=O)(=O)c1c(C)noc1C)O2 | -1
33 | Cc1nn(-c2ccccc2)nc1CNC(=O)c1ccc(N(C)C)cc1 | 0
34 | Cc1ccc2nc(-c3ccncc3)cc(C(=O)NC(C)c3cnn(C)c3C)c2c1 (stereo unspecified) | 2
35 | CC(C)NC(=O)Nc1cccc2c1O[C@@H](CN(C)Cc1ccccc1)[C@@H](C)CN([C@@H](C)CO)C2=O | 3
36 | CC(C)NC(=O)N(C)C[C@@H]1Oc2ccc(NS(=O)(=O)c3cn(C)cn3)cc2CC(=O)N([C@H](C)CO)C[C@@H]1C | 3
37 | C[C@@H]1CN([C@@H](C)CO)C(=O)c2cccc(NS(=O)(=O)c3cccs3)c2O[C@H]1CN(C)Cc1ccc(Cl)c(Cl)c1 | -6
38 | Cc1noc(C)c1NC(=O)N(C)C[C@@H]1Oc2ccc(NC(=O)CCCN(C)C)cc2C(=O)N([C@@H](C)CO)C[C@@H]1C | -13
39 | Cc1cccc(NC(=O)c2ccco2)n1 | -13
40 | COc1ccc(C#Cc2ccc3c(c2)[C@]2(C(=O)N3)[C@H](c3ccccc3OCCO)N3[C@H](c4ccccc4)[C@H](c4ccccc4)OC(=O)[C@H]3[C@@H]2C(N)=O)cc1 | 34
41 | Cc1cc(OCC(=O)Nc2ccc(CC#N)cc2)ccc1[N+](=O)[O-] | -8
42 | O=C1CC(c2ccc(O)cc2)Oc2c1c(O)cc(O)c2C1C(=O)c2c(O)cc(O)cc2OC1c1ccc(O)c(O)c1 (stereo unspecified) | 7
43 | O=C(CSc1n[nH]c(-c2ccc(Cl)cc2)n1)Nc1ccccc1Cl | 16
44 | C[C@H]1CN([C@@H](C)CO)C(=O)Cc2cc(NC(=O)Nc3cccc4ccccc34)ccc2O[C@@H]1CN(C)Cc1ccc2c(c1)OCO2 | 21
45 | CC(Sc1ncn(-c2ccccc2)n1)C(=O)Nc1ccc(Cl)cc1 (stereo unspecified) | 7
46 | COc1cccc(CNc2nc3ccccc3n2CCN2CCOCC2)c1O | 1
47 | CCC(CC)C(=O)N1c2ccccc2Sc2ccccc21 | 2
48 | C[C@@H]1CN([C@H](C)CO)C(=O)Cc2cc(NC(=O)Nc3ccc(F)cc3)ccc2O[C@@H]1CN(C)Cc1ccc2c(c1)OCO2 | 33
49 | C[C@@H]1CCCCO[C@H](CN(C)C)[C@@H](C)CN([C@H](C)CO)C(=O)c2cc(NC(=O)Nc3cccc4ccccc34)ccc2O1 | 7
50 | C[C@@H]1CN([C@H](C)CO)C(=O)Cc2cc(NC(=O)Nc3ccc4c(c3)OCO4)ccc2O[C@@H]1CN(C)C(=O)Nc1ccc(C(F)(F)F)cc1 | 15
51 | Cc1ccccc1NC(=O)CN1C(=O)c2ccccc2C1=O | 19
52 | CCc1ccc(-n2nc3ccc(NC(=O)COc4ccccc4[N+](=O)[O-])cc3n2)cc1 | 2
53 | CC1(C)CC(=O)c2c([nH]c(-c3ccccc3)c2-c2ccccc2)C1 | 30
54 | C[C@@H]1CN([C@@H](C)CO)C(=O)c2cccc(NC(=O)C3CCCCC3)c2O[C@H]1CN(C)Cc1ccc(C(F)(F)F)cc1 | 19
55 | Cc1ccc(/C=N/NC(=O)c2cccc(C(=O)NO)c2)o1 | -3
56 | O=C(O)CCC(=O)Nc1ccc(NC(=O)c2cccs2)cc1 | -10
57 | CC1(C)Cc2nc3sc4c(=O)n(CC(=O)c5ccc(Cl)cc5)cnc4c3cc2CO1 | -10
58 | C[C@@H]1CN([C@H](C)CO)C(=O)c2cccc(NS(=O)(=O)c3ccc(F)cc3)c2O[C@@H]1CN(C)Cc1ccc(-c2ccccc2)cc1 | 42
59 | COc1ccc2oc(=O)c(-c3nc(-c4ccc(Cl)cc4)cs3)cc2c1 | 16
60 | C[C@H](CO)N1C[C@H](C)[C@H](CN(C)S(=O)(=O)c2cn(C)cn2)Oc2ccc(NC(=O)Cn3cnnn3)cc2CC1=O | -2
61 | CCCn1c(-c2ccc(F)cc2)n[nH]c1=O | -16
62 | Cc1noc(C)c1S(=O)(=O)N(C)C[C@@H]1Oc2ccc(NS(C)(=O)=O)cc2CC(=O)N([C@@H](C)CO)C[C@@H]1C | 4
63 | O=C1CCC(c2ccccc2)c2cc(Oc3c(F)c(N4CCOCC4)nc(F)c3Cl)ccc21 (stereo unspecified) | 0
64 | C[C@H]1CN([C@@H](C)CO)C(=O)c2cc(NC(=O)C3CCCCC3)ccc2O[C@H]1CN(C)Cc1ccc(-c2ccccc2)cc1 | 8

Going on with the list:
cpd | SMILES | U2OS ROS induce
65 | COc1ccc2sc(N(CCN(C)C)C(C)=O)nc2c1 | -10
66 | Cc1ccc(S(=O)(=O)/N=C(\Nc2cc(C)on2)c2ccccc2)cc1 | -17
67 | Cc1ncc(CO)c(/C=N/NC(=O)CCCCCC(=O)O)c1O | -13
68 | Cc1noc(C)c1NC(=O)Nc1ccc2c(c1)C(=O)N([C@@H](C)CO)C[C@H](C)[C@H](CN(C)Cc1ccc(C(=O)O)cc1)O2 | -6
69 | CCOC(=O)c1nnn2c1nc(Sc1nnc(-c3ccncc3)n1C)c1ccccc12 | 161*
70 | Cc1cccc(NC(=O)CN(c2ccccc2F)S(C)(=O)=O)c1 | -1
71 | Cc1ccc(S(C)(=O)=NS(=O)(=O)c2sc3ccc(Cl)cc3c2C)cc1 (stereo unspecified) | 2
72 | COc1cc(-c2nnc(SCC(=O)c3ccc(Cl)cc3)n2C)cc(OC)c1OC | 15
73 | Cc1noc(C)c1NC(=O)N(C)C[C@H]1Oc2ccc(NC(=O)CCCN(C)C)cc2C(=O)N([C@@H](C)CO)C[C@H]1C | -11
74 | COc1ccc(CN(C)C[C@H]2Oc3c(NS(=O)(=O)c4ccc(OC)cc4)cccc3C(=O)N([C@H](C)CO)C[C@H]2C)cc1 | -7
75 | C[C@H](CO)N1C[C@H](C)[C@H](CN(C)Cc2ccc(C(=O)O)cc2)Oc2c(NC(=O)Nc3ccccc3)cccc2C1=O | 1
76 | N/C(=N\O)C(=O)Nc1ccccc1 | -2
77 | C[C@@H]1CN([C@H](C)CO)C(=O)c2cc(NS(=O)(=O)c3ccc(F)cc3)ccc2O[C@@H]1CN(C)Cc1ccc(Cl)c(Cl)c1 | 24
78 | C[C@@H]1CN([C@H](C)CO)C(=O)c2cc(NC(=O)CCC(F)(F)F)ccc2O[C@H]1CN(C)S(=O)(=O)c1cn(C)cn1 | -5
79 | C[C@@H]1CN([C@H](C)CO)C(=O)c2cc(NC(=O)c3ccncc3)ccc2O[C@H]1CN(C)Cc1ccc2c(c1)OCO2 | 1
80 | O=C(O)c1c2c(nc3ccccc13)CCN(S(=O)(=O)c1ccc(Cl)cc1)C2 | 1
81 | CC1=C(CO)C(=O)OC([C@@H](C)C2CC[C@H]3C4C[C@H]5O[C@]56[C@@H](O)C=CC(=O)[C@]6(C)C4CC[C@]23C)C1 (stereo partly specified) | 138*
82 | COc1ccc(C2=NN(C(=O)c3cccs3)C(c3cc4ccccc4nc3Cl)C2)cc1 (stereo unspecified) | -2
83 | C[C@@H]1CN([C@H](C)CO)C(=O)Cc2cc(NC(=O)Cn3cnnn3)ccc2O[C@H]1CN(C)C(=O)Nc1cccc2ccccc12 | -13
84 | CN(C)c1ccc(C(O)C(=O)c2ccccc2)cc1 (stereo unspecified) | 18
85 | Cc1ccc(C(=O)CCC(=O)Nc2cccnc2)cc1C | -7
86 | C[C@H]1CN([C@@H](C)CO)C(=O)Cc2cc(NS(=O)(=O)c3ccc(F)cc3)ccc2O[C@H]1CN(C)C(=O)Nc1ccc2c(c1)OCO2 | -12
87 | CNC[C@H]1Oc2ccc(NC(=O)Nc3ccc(C(F)(F)F)cc3)cc2C(=O)N([C@@H](C)CO)C[C@H]1C | 0
88 | C[C@H]1CN([C@@H](C)CO)C(=O)CCCn2nncc2CO[C@@H]1CN(C)C(=O)c1ccccc1 | 5
89 | O=C(O)c1cccc(S(=O)(=O)Nc2ccc(O)cc2Sc2nc3ccccc3s2)c1 | -28
90 | CCn1c(SCC(=O)N2CCCc3ccccc32)nnc1-c1cccs1 | -8
91 | NC(=O)C1C=C2C=CC=CC2OC1=Nc1ccccc1 (stereo unspecified) | 7
92 | Cc1ccc(S(=O)(=O)Nc2ccc3c(c2)C(=O)N([C@@H](C)CO)C[C@@H](C)[C@H](CN(C)C(=O)NC(C)C)O3)cc1 | -15
93 | Nc1cccc(-c2nnc(SCC(=O)Nc3cccc(Cl)c3)n2-c2ccccc2)c1 | -2
94 | Cc1cc(Cl)ccc1N=C(N)NN | 7
